IP6K1 inhibitor: IP6K1 kinase inhibition; Q92551; IP6K1 kinase, ADP-Glo luminescence, 2 h; active compounds read low; activity change, % (series mostly up to about 58 µM); hit rate 0.81% among 140,000; AID 1645851; in the data active means activity change below about -25%
Target sequence (Q92551 whole entry, looked up): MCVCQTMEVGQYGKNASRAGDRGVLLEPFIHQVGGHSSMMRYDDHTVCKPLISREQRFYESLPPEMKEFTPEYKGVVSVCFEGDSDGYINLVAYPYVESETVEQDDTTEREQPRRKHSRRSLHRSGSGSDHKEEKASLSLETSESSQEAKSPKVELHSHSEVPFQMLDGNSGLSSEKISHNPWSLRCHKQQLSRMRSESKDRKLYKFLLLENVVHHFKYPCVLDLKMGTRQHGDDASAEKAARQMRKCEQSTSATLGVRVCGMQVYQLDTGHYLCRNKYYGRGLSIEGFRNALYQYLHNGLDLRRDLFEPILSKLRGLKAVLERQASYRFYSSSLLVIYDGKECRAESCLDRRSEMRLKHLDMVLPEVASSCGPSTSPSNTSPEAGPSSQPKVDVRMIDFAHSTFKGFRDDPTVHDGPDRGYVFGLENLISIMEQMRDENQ
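ADP-Glo luminescence measures ADP made by human IP6K1 during a 2 h RT reaction with ATP/IP6 (mix at 1.3 mM/130 uM); top library doses 57.5 and 19.1 uM final.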
HEK293 viab: cell viability loss counter-screen; HEK-293-SNCA-luc viability, GF-AFC fluorescence, 24 h; Potency, µM (titrated, usually from 57.1 µM), for inactives: at the top dose activity change, negative = cytotoxicity, actives largely listed as cytotoxic; hit rate 0.12% among 150,000; AID 1671193;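 further: potency means the concentration at half of the fitted maximal effect; 0% = DMSO-treated cells and -100% = medium-only wells without cells; nearly all actives have a fitted effect of over 30% in size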
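Cytotoxicity counterscreen: after 24 h compound treatment of genome-edited SNCA-luciferase HEK-293 cells, live-cell protease substrate GF-AFC read by fluorescence after 30 min; activity scaled between DMSO (0%) and medium-only (-100%), curves Hill-fitted.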
NIH3T3 tox: cytotoxic compounds in NIH 3T3 cells. AID 1345082. hit rate 4.3% among 94,000. Potency, µM (doses to about 96.7 µM), inactives show at the top dose activity change, negative = cytotoxicity, usual class: inhibitors. NIH 3T3 viability, CellTiter-Glo ATP luminescence, 48-72 h; further: potency means the concentration at half of the fitted maximal effect; nearly all actives have a fitted effect of over 55% in size
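ATP-dependent luminescence (CellTiter-Glo) served as the viability signal for NIH 3T3 cells treated with compound for 48 or 72 hr at 37 °C.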
HEK293 tox: HEK 293 cell cytotoxicity; HEK 293 viability, ATP luminescence (CellTiter-Glo), 48-72 h; Potency, µM (highest dose often 115 µM), inactives show at the highest dose activity change, negative = cytotoxicity, actives largely listed as inhibitors; hit rate 6.6% among 94,000; further: potency means the concentration at half of the fitted maximal effect; nearly all actives have a fitted effect of over 60% in size
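Cytotoxicity was scored by loss of ATP-coupled luminescence (CellTiter-Glo) in HEK 293 cells. Compound treatment ran 48 or 72 hr at 37 degree Celsius, 5% CO2, 95% humidity.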
FLuc inh: Photinus pyralis luciferase inhibition | purified P. pyralis luciferase, luminescence, biochemical | Potency, µM (series often up to 115 µM), without a hit: at the highest dose activity change, negative = inhibition, hits mostly inhibitors | hit rate 2.5% among 76,000; further: potency means the concentration at half of the fitted maximal effect; nearly all actives have a fitted effect of over 65% in size
Target sequence (P08659 whole entry, looked up): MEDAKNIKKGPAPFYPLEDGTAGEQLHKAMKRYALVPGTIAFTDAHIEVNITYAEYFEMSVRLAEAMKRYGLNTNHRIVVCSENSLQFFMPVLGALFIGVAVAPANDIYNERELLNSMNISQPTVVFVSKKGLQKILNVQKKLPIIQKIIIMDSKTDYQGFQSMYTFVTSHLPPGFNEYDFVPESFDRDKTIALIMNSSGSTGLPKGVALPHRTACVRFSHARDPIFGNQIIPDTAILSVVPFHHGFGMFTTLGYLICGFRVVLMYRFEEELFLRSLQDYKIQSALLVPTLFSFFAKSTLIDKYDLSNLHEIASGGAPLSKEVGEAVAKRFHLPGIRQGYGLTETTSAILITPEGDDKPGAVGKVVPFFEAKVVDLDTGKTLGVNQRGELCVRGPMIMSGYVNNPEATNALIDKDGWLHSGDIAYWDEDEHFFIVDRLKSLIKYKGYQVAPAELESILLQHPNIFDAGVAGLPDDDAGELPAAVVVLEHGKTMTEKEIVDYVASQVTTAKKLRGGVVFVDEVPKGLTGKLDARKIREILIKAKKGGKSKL
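Cell-free enzyme assay, 10nM P. pyralis luciferase, luciferin and ATP each at 10uM. Inhibition profiled over a 6-point titration, read as luminescence.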
SNCA expr inh: SNCA gene expression inhibition | HEK-293 SNCA-luciferase knock-in, luminescence, 24 h | Potency, µM (doses to about 57.2 µM), for inactives: top-dose activity change, negative = inhibition, actives largely listed as inhibitors | hit rate 0.17% among 140,000;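 further: potency means the concentration at half of the fitted maximal effect; plate controls were DMSO cells for no effect and cell-free wells for full effect; nearly all actives have a fitted effect of over 45% in size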
GPT2 inhibitor: blocks human glutamate pyruvate transaminase 2; Recombinant GPT2, coupled pyruvate oxidase/HRP Amplex Red fluorescence; Potency, µM (series often up to 57.7 µM), inactives show top-dose activity change, negative = inhibition, actives largely listed as inhibitors; hit rate 0.25% among 100,000; further: potency means the concentration at half of the fitted maximal effect; nearly all actives have a fitted effect of over 60% in size; many of its hits are not listed in these tables
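Fluorescence of coupled pyruvate oxidase/HRP/Amplex Red system (50uM Amplex, 30 min, dark) reports pyruvate formed by GPT2. Enzyme reaction: 10ng/uL GPT2, 2mM L-alanine, 250uM a-KG, 30 min room temperature, pH 7.5; 50uM AOA control.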
* hit, by the source's call; i = inactive; ? = inconclusive; / = not tested or not shown; [ ] = remark or other dose. Unless noted, the call rests on the fitted dose curve; in most records, active means well fitted curve in the direction sought with a large enough effect; inconclusive means small, poorly fitted or top-dose-only effect, or another doubt; inactive means no such curve, though single readings can be large; an effect the other way counts as inactive or inconclusive. Unless noted, on the % scale 0 is the no-effect control and ±100 the full control effect. This is a random part of the collection (roughly 7.7% active in at least one column).

Sample of the layout, six compounds:
SMILES | IP6K1 inhibitor | HEK293 viab | NIH3T3 tox | HEK293 tox | FLuc inh | SNCA expr inh | GPT2 inhibitor
Cc1cc(C(=O)N2CCC(F)CC2)c2c(C3CCNC3)noc2n1 (centres undefined) | 1 | 11% | -7% | -14% | / | 1% | i
COc1ccc(-c2nc3scc(CCNS(=O)(=O)c4ccc(C)cc4)n3n2)cc1 | 4 | ? | / | / | / | 41%[activator] | /
NCCC[C@@H](N)C(=O)N1CCC2(CCC(=O)N(Cc3ccccc3)C2)CC1 | 25 | -11% | i | i | ? | 75%[activator] | -5%[11.5 µM]
CC(=O)N1CCC2(CC1)CC(N(C(=O)NC(C)C)C1CC1)CCO2 (centres undefined) | 9 | 19% | -17% | -4% | / | -17% | -1%
Cc1ccc(C2Cn3nnc(C(=O)N4CCC(C(=O)NCCc5ccccc5)CC4)c3CO2)cc1 (centres undefined) | 2 | -9% | i | -5% | 13µM* | 70%[activator] | i
C=CCNC(=O)C1CC(c2cccc(C)c2)CN(C(=O)NCCCC)C1 (centres undefined) | -13 | 4% | 0% | i | 3% | -7% | i

Results, from the first entry:
SMILES | IP6K1 inhibitor | HEK293 viab | NIH3T3 tox | HEK293 tox | FLuc inh | SNCA expr inh | GPT2 inhibitor
Cc1cc(C(=O)N2CCC(F)CC2)c2c(C3CCNC3)noc2n1 (centres undefined) | 1 | 11% | -7% | -14% | / | 1% | i
COc1ccc(-c2nc3scc(CCNS(=O)(=O)c4ccc(C)cc4)n3n2)cc1 | 4 | ? | / | / | / | 41%[activator] | /
NCCC[C@@H](N)C(=O)N1CCC2(CCC(=O)N(Cc3ccccc3)C2)CC1 | 25 | -11% | i | i | ? | 75%[activator] | -5%[11.5 µM]
CC(=O)N1CCC2(CC1)CC(N(C(=O)NC(C)C)C1CC1)CCO2 (centres undefined) | 9 | 19% | -17% | -4% | / | -17% | -1%
Cc1ccc(C2Cn3nnc(C(=O)N4CCC(C(=O)NCCc5ccccc5)CC4)c3CO2)cc1 (centres undefined) | 2 | -9% | i | -5% | 13µM* | 70%[activator] | i
C=CCNC(=O)C1CC(c2cccc(C)c2)CN(C(=O)NCCCC)C1 (centres undefined) | -13 | 4% | 0% | i | 3% | -7% | i
CC(C)NC(=O)c1cc(-c2cccc(C(F)(F)F)c2)c2nncn2n1 | 3 | -1% | -6% | -4% | / | 39%[activator] | -1%
Cc1ccc(C(=O)Nc2nc(-c3nnn(-c4cccc(Cl)c4C)c3C)ns2)cc1C | 21 | 8% | / | / | / | -8% | /
COCC[C@]1(O)CCN(C(=O)CCc2ccccc2Cl)C[C@H]1C | 4 | 15% | 4% | 0% | -1% | 12% | i
CC1(c2ccccc2)N(Cc2cccnc2)C(=O)OC12CCN(C(=O)COc1ccccc1C(N)=O)CC2 (centres undefined) | 7 | 1% | ? | i | -4% | -8% | -7%
Cc1cc(OCC(=O)Nc2cnn(CCCC(=O)O)c2)ccc1Cl | -4 | 6% | / | / | / | 10% | /
COc1ccc(Nc2nc3ccc(Cl)cc3nc2-n2nc(C)cc2C)cc1 | 2 | 0% | / | / | / | 1% | /
CCCNC(=O)N1CCC(N2C(=O)[C@H](OCCOC)[C@@H]2c2ccncc2)CC1 | 18 | 6% | -6% | 3% | -6% | 10% | i
CC1Oc2ccc(NC(=O)COc3ccccc3)cc2CN(Cc2ccccc2Cl)C1=O (centres undefined) | 25 | ? | ? | 25µM* | 3% | -5% | i
FC(F)Oc1ccccc1CN(CC1CCN(C2CCCC2)CC1)CC1CCCO1 (centres undefined) | -8 | ? | ? | ? | 0% | ? | i
Cc1ccc(C2(O)CCN(CC(c3ccccc3)c3ccccc3)CC2)nc1 | 2 | -24% | ? | ? | -1% | -11% | -4%
CCC(=O)N1CCN(c2nc3c(s2)CC(C(=O)Nc2cccc(C)c2C)CC3)CC1 (centres undefined) | 16 | -8% | ? | 40µM* | -7% | 0% | i
COc1cc(C(=O)N2CCC(Cc3nc(-c4ccccc4)no3)CC2)cc(OC)c1OC | -9 | -15% | ? | ? | -2% | 5% | i
CCn1c(=O)cc(OCC(=O)N2CCN(c3cccc(C)c3C)CC2)c2ccccc21 | -12 | -3% | / | / | / | 15% | /
COc1ccc(C(=O)N(C)C2CCOc3ccccc32)cc1 (centres undefined) | 10 | -14%[87.6 µM] | -30%[138 µM] | -22%[172 µM] | ? | 122%[activator][87.6 µM] | -25%[88.5 µM]
CC(C)CCN(C)Cc1ccccc1C(F)(F)F | -9 | 1%[87.6 µM] | -9%[138 µM] | -4%[172 µM] | 0%[172 µM] | -12%[87.6 µM] | i
Cc1nn(S(=O)(=O)c2ccc(C(C)C)cc2)c(C)c1S(=O)(=O)N1CCCCC1 | -19 | 13% | / | / | / | -17% | /
Cc1ccc(Cl)cc1NC(=O)CCCn1c(=O)c2cccn2c2ccccc21 | 15 | -10% | / | / | / | -12% | /
CCOC(=O)c1c(C)[nH]c(C)c1S(=O)(=O)NCC(=O)N1CCN(c2cc(Cl)ccc2C)CC1 | -10 | -18% | / | / | / | ? | /
Cc1noc(-c2ccn3c(CNC(=O)C(C)c4ccccc4)nnc3c2)n1 (centres undefined) | 21 | 6% | 2% | i | 7% | 2% | -12%
CCOc1ccccc1NC(=O)N1CCCC(c2noc(COc3ccccc3F)n2)C1 (centres undefined) | 3 | -17% | ? | ? | -4% | 5% | 0%
CC(C)(C)C1CCc2nc(NC(=O)Cc3ccccc3)sc2C1 (centres undefined) | -6 | 2% | / | / | / | 93%[activator] | /
CC1(C)C(=O)N(Cc2ccccc2)[C@H]2CN(c3ccnc(N4CCOCC4)c3)C[C@@H]2[S+]1(=O)[O-] | 8 | -23% | 2% | ? | -1% | -14% | i
CC1(C(=O)N2CCC2)CN(Cc2ccccc2)Cc2ccc(N3CCOCC3)nc21 (centres undefined) | -13 | -5%[87.6 µM] | ? | ? | -10%[172 µM] | 9%[87.6 µM] | -3%[88.5 µM]
Cc1ccc(C(=O)N2CCN(c3nnc4cccc(C)n34)CC2)cc1C | 18 | -4% | -17% | -18% | -2% | 5% | i
COc1ccc(-c2cc(N3CCC(NC(=O)c4ccc(Cl)cc4)CC3)n[nH]2)cc1 | 5 | -4% | ? | 45µM* | 4% | 21% | i
CC(=O)NC(CS)C(=O)O (centres undefined) | / | -29% | / | / | / | 81%[activator] | ?
O=C(NCCN[S+](=O)([O-])c1cccc(C(F)(F)F)c1)c1ccc(-c2cccc(C(F)(F)F)c2)cc1 | 22 | / | 28µM* | 40µM* | / | / | /
CCc1nc2c(c(-c3ccc(O)cc3)n1)CCN(C(=O)Nc1ccc(Cl)cc1)CC2 | 13 | 4% | ? | ? | 5% | -20% | i
COc1cc(C(CO)C(OC2OC(CO)C(O)C(O)C2O)c2ccc(O)c(OC)c2)ccc1O (centres undefined) | 6 | -4%[23.9 µM] | / | / | / | / | 3%[27.3 µM]
CC(=O)Nc1nnc(SCc2cc(=O)c3cccc(C)c3[nH]2)s1 | 23 | -6% | / | / | / | -15% | /
COc1ccc(-c2ccc3ncc(Nc4cccnc4OC)n3n2)cn1 | -18 | -16%[87.6 µM] | ? | -63%[172 µM] | 1%[172 µM] | ? | ?
O=C(NC1CCN(c2cc(-c3ccc(F)cc3)[nH]n2)CC1)c1ccccc1Cl | -5 | -5% | ? | ? | ? | 30% | i
CC(=O)N1CCN(C(=O)c2nc(N)nc3c2CCCC3)CC(O)C1 (centres undefined) | 5 | -2% | -3% | -4% | 0% | 3% | i
O=C(CCn1c(=O)c2cccn2c2cccnc21)Nc1ccccc1Br | 9 | 9% | / | / | / | 6% | /
O=C1CCN(C(=O)c2ccccc2)CCCC(C(=O)Nc2ccccc2CCc2ccncc2)CCN1 (centres undefined) | -4 | 0% | -1% | -6% | 4% | -16% | 4%
COc1ccc(-c2nc(C)nc3c2CN(C(=O)c2ccccc2Cl)CC3)cc1 | -16 | -15% | -11% | -1% | / | -1% | 3%
Cc1nc(C2CC(O)C2)cc(N(C)Cc2ccccc2-n2cccn2)n1 (centres undefined) | -7 | 6% | ? | -4% | 0% | -8% | i
COCc1cc(C)nc2c1C(=O)NC(c1ccc(NC(C)=O)cc1)N2Cc1ccccc1 (centres undefined) | 11 | 6% | / | / | / | 3% | /
CCN1/C(=C/C(C)=O)Sc2ccc(OC)cc21 | / | 8% | / | / | / | -6% | ?
CCOC(=O)c1ccccc1NC(=O)Cn1c(=O)n(Cc2ccc(C(=O)NCc3ccc4c(c3)OCO4)cc2)c(=O)c2ccccc21 | 0 | 2% | / | / | / | 19% | /
COc1cccc(C(=O)Nc2ccc3nc(SCC(=O)N4CCOCC4)sc3c2)c1 | 11 | ? | / | / | / | 0% | /
COc1ccc(-n2cc(C(=O)Nc3ccccc3C#N)c3ccccc3c2=O)cc1 | 20 | -10% | / | / | / | -10% | /

The closing 2 entries of the part before open the next one.
SMILES | IP6K1 inhibitor | HEK293 viab | NIH3T3 tox | HEK293 tox | FLuc inh | SNCA expr inh | GPT2 inhibitor
COc1cccc(C(=O)Nc2ccc3nc(SCC(=O)N4CCOCC4)sc3c2)c1 | 11 | ? | / | / | / | 0% | /
COc1ccc(-n2cc(C(=O)Nc3ccccc3C#N)c3ccccc3c2=O)cc1 | 20 | -10% | / | / | / | -10% | /
O=C(C1CC1)N1CCn2c(nnc2-c2ccccc2)C1 | -4 | 6%[87.6 µM] | -1%[138 µM] | 0%[172 µM] | 0%[172 µM] | 19%[87.6 µM] | i
COc1ccc(C(=O)NCc2nnc3cc(-c4nc(C)no4)ccn23)cc1 | 41 | -6% | -12% | -15% | 9% | -7% | i
CCOc1ccc(NC(=O)Cn2cc(C(=O)c3ccccc3)c(=O)c3cc4c(cc32)OCO4)cc1 | 1 | -16% | / | / | / | 0% | /
O=C(O)CCC(=O)N1Cc2ccccc2CC2(CCCN(CC3CCCC3)C2)C1 (centres undefined) | -9 | 8% | i | i | / | -26% | 3%
CC(C)C(=O)N1CCC2(CCCCO2)CC1 | 18 | 1% | -5% | 3% | -4% | -10% | i
COc1cccc(CN2CCCC(NC(=O)NCc3cccs3)C2)c1 (centres undefined) | 9 | ? | -8% | -9% | -10% | ? | -9%
Cc1ccc(CSC2=NC(C)(C)Nc3ccccc32)c(C)c1 | -5 | 5% | / | / | / | -7% | /
COc1ccc(-c2c(C(=O)NCc3ccc(F)c(F)c3)nc3sccn23)cc1 | 7 | -3% | ? | ? | / | -2% | -1%
CCOc1ccc(-n2nc(CO)c(C(=O)NCC(c3ccccc3)c3ccccc3)n2)cc1 | -5 | 11% | / | / | / | ? | /
O=C(Nc1ccc(Cl)cc1)N1CCC(Oc2ncccc2C(=O)N2CCCCC2)C1 (centres undefined) | 4 | -11% | ? | 4% | 7% | -22% | i
Cc1cn2nc(C(=O)N3CCSCC3)cc2c(N(C)Cc2ccccc2)n1 | 0 | -10% | ? | ? | 2% | 2% | 1%
CCCCCNc1ncnc2c1CN(c1ccccc1F)C(=O)CN2C | -7 | -2% | ? | -4% | -5% | -3% | i

Source: PubChem
